mcGAS lum: mouse cGAS inhibition by luminescence; Q8C6L5; recombinant cGAS, Kinase-Glo ATP depletion luminescence; inhibition, % at 12.5 µM; 160,000 tested, 0.15% active;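 note: 0% = negative control wells and 100% = reference inhibitor with no enzyme activity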
NPYLR7 ag: mosquito NPYLR7 agonism; HEK293T NPYLR7/Galpha15, GCaMP6s calcium fluorescence; activation, % at 10 µM; 270,000 tested, 0.15% active; AID 1259423; in the data active = activation above about 40%;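 note: 0% = vehicle and 100% = reference agonist at the receptor; some compounds past the cut are filed as inactive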
hcGAS lum: blocks human cGAS activity; Q8N884; recombinant h-cGAS, ATP depletion, Kinase-Glo luminescence; inhibition, % at 12.5 µM; 290,000 tested, 0.081% active; AID 1259398;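 note: 0% = vehicle reaction and 100% = reaction without DNA for no activity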
Target sequence (Q8N884 whole entry, looked up): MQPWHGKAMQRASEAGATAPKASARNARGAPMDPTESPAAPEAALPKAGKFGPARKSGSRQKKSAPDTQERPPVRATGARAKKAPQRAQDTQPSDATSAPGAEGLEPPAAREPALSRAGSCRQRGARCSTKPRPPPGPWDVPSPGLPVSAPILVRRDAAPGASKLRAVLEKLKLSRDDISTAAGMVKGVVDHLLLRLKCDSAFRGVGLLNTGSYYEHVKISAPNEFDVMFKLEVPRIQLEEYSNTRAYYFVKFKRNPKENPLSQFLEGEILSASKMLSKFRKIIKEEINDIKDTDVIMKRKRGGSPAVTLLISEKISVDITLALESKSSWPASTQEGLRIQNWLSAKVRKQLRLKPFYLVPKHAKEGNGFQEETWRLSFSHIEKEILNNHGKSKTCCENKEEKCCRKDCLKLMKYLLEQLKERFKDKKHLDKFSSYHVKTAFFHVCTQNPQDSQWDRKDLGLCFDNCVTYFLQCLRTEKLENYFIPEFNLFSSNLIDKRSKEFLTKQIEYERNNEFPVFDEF
* hit, by the source's call; / = no result given; & = joins results of further samples. Cut-off read from the data, not from the text of the source, unless noted: active = inhibition above about 40%; inactive = the rest.

compound,mcGAS lum,NPYLR7 ag,hcGAS lum
CCCCc1ccc(N=Cc2nc(-c3cccc(OC)c3)oc2O)cc1,/,-7.7,-7.3
CC1(C(=O)NCc2ccc(C(F)(F)F)cc2)CCN1Cc1ccc(-c2ccccc2)o1 (configuration not stated),/,5.5,-14.0
COc1ccc2[nH]c(C(=O)O)c(CCN3C(=O)c4ccccc4C3=O)c2c1,-0.9,12.2,2.9
FC(F)(F)c1nnc2n1N=C(c1cccs1)CS2,/,2.5,-5.0
Cc1c(Br)c([N+](=O)[O-])nn1CC(=O)N(C)Cc1ccccc1,-4.5,-2.7,-5.9
CC(C)(C)c1cc(S(N)(=O)=O)c2cc(C(C)(C)C)ccc2c1,/,0.6,-1.7
Cc1cccc2sc(N(Cc3ccccn3)C(=O)c3ccc([N+](=O)[O-])o3)nc12,-9.5,-0.8,-6.9
CN1CCN([C@H]2CN(Cc3ncc[nH]3)C[C@@H]2O)CC1,-4.1,/,-3.0
Cc1ccccc1NC(=O)CSc1nccn2nc(-c3ccccc3)cc12,-7.7,-1.7,-4.7
CCNC(=O)CN(CC)C(=O)/C=C/c1c(F)cccc1Cl,-5.0,11.8,-2.0
Cc1cc(Oc2ccc(F)cc2)nc(SCc2cc(F)cc(F)c2)n1,-6.3,18.2,-5.0
Cc1ccc(Nc2nc3nonc3nc2Nc2ccccc2OC(=O)c2ccccc2)cc1C,/,-5.9,-3.5
O=C1NCC2(CCCN(C(=O)c3ccccc3N3CCOCC3)C2)O1 (configuration not stated),/,11.9,-5.1
O=C(COCc1ccccc1)N(Cc1cccc(Cl)c1)Cc1nc2cc(Cl)ccc2o1,-3.5,2.8,-0.6
N[C@@H]1CC[C@@H](NC(=O)COc2cccnc2)C1,-11.6,-3.5,-10.5
COCCN1C(=O)N(C2Cc3ccccc3C2)C(=O)C12CCN(Cc1c(C)nc3sccn13)CC2,-14.7,6.7,-2.3
Cc1ccc(CCC(=O)N2CCNCC2C(=O)N2CCCC2)cc1C (configuration not stated),-10.4,9.2,-4.2
O=C1OC(/C=C\c2cccc([N+](=O)[O-])c2)=NC/1=C/c1cccc(Br)c1,4.9,-14.4,3.2
CC(C#N)CNC(=O)c1ccccc1-c1ccccc1C#N (configuration not stated),/,13.1,-7.4
O=C(NC1CCCCNC1=O)c1cc2n(n1)CCN(Cc1c(Cl)cccc1Cl)C2=O (configuration not stated),-5.3,20.7,-1.6
CC1C(=O)N(c2ccccc2-c2ccccc2)CCN1C(=O)COc1ccc(Cl)cc1 (configuration not stated),-4.8,-4.8,-3.6
O=S(=O)(c1ccccc1Cl)N1CCC(Cc2ccc3c(c2)OCO3)CC1,-6.8,1.4,-3.7
CC(C)c1nccn1C(C)C(=O)NCCc1c[nH]c2ccccc12 (configuration not stated),-10.6,-3.9,-2.4
CC(=O)c1ccc(N2CCN(Cn3nc(C)n(-c4ccc(C)cc4)c3=S)CC2)c(F)c1,/,-4.1,-5.2
CCCC1CCCN(C(=O)Nc2cc(C(=O)N(C)C)ccc2C)CC1 (configuration not stated),/,-12.7,-5.0

As a short view, two of the compounds above:
compound,mcGAS lum,NPYLR7 ag,hcGAS lum
Cc1cccc2sc(N(Cc3ccccn3)C(=O)c3ccc([N+](=O)[O-])o3)nc12,-9.5,-0.8,-6.9
CN1CCN([C@H]2CN(Cc3ncc[nH]3)C[C@@H]2O)CC1,-4.1,/,-3.0

Next section:
compound,mcGAS lum,NPYLR7 ag,hcGAS lum
Cc1nn(S(=O)(=O)c2ccc(Br)cc2)c(C)c1S(=O)(=O)N(C)c1ccccc1,/,1.6,-7.5
CCN(CCn1cccn1)C(=O)C1CCC(=O)N(CCN2CCOCC2)C1 (configuration not stated),-6.6,2.4,-4.4
Fc1ccccc1CSc1nnc(C(F)(F)F)o1,-4.0,27.0,-2.1
CCN1CC(c2nc3ccccc3n2Cc2ccccc2)CC1=O (configuration not stated),-8.7,-0.4,-5.7
COc1ccc(C(=O)NC(=O)CSc2cc(F)ccc2F)cc1,/,3.6,16.6
O=C(Cc1ccc(C(F)(F)F)cc1)NC1=NCCS1,/,-1.2,0.1
O=C(CSc1nc(=O)n(CCO)c2c1CCCC2)N1CCN(c2ccccc2)CC1,-9.4,-6.1,-7.2
O=C(Cn1cnc2scc(-c3ccc(Br)cc3)c2c1=O)NCc1ccco1,-9.2,0.1,-4.7
COc1ccc(CN(Cc2ccco2)CC(C)(C)O)cc1OC,-5.6,-3.0,-2.0
COc1ccc(OC)c(-c2nc3ccccn3c2NC2CCCCC2)c1,-7.8,2.5,-3.5
FC(F)(F)c1ccccc1NC(=S)c1cnc(N2CCCC2)s1,-7.3,-2.5,-4.8
O=C(CCn1c(=O)oc2ccccc21)Nc1cc(Cl)cc2cccnc12,-11.3,-2.2,-0.9
COc1ccc(N(C)S(=O)(=O)c2ccc(OC)c(N3CCN(S(=O)(=O)c4ccc(NC(C)=O)cc4)CC3)c2)cc1,-0.1,7.8,2.4
COc1ccccc1-c1c(C(F)(F)F)oc2cc(OC(=O)C(C)C)ccc2c1=O,-3.3,2.8,-3.5
CCc1cccc2c(C(CC(=O)NCCCN3CCCCC3C)c3ccc(Cl)cc3)c[nH]c12 (configuration not stated),-2.5,-1.9,-0.7
COc1ccccc1CCNC(=O)C(C1CCCC1)N1CCN(C(=O)C2CC2)CC1 (configuration not stated),-4.7,-10.2,-6.9
O=C(c1ccc2n[nH]nc2c1)N1CCOC(CCc2ccccc2)C1 (configuration not stated),/,-8.3,4.9
CC#CC(=O)N1CCCC(C(=O)c2ccc3cc(OC)ccc3c2)C1 (configuration not stated),0.1,-3.9,0.5
COc1cc(NC2CCCN(C(=O)Nc3ccccc3Cl)C2)cc(OC)c1 (configuration not stated),/,1.6,-13.5
CCCN1CCC(CC(=O)N2CCC3(CC2)CNC(=O)O3)CC1,-1.1,/,3.2
Cc1cc(-c2nccn2CCn2ccnc2)cc(C)c1O,/,6.3,-3.5
NC(=O)C1N=CN([C@@H]2O[C@H](CO)[C@@H](O)[C@H]2O)C1=O (some centres not stated),-3.4,2.9,-6.3
COC(=O)CCCCC(=O)Nc1cccc(-c2cccc(-c3ccccc3OC)n2)c1,0.8,-0.3,6.7
COc1ccc(NC2CCCN(C(=O)CCn3cncn3)C2)cc1 (configuration not stated),/,3.2,-6.0
COc1ccc(N2CCN(C(=O)COc3ccc(Cl)cc3)C(C)C2=O)cc1OC (configuration not stated),-3.9,-8.8,-1.7
Cc1nc(N=Nc2c(O)[nH]c3ccc([N+](=O)[O-])cc23)c2c3c(sc2n1)CCCC3,-3.1,0.9,-3.9
CCOc1ncccc1CN1CCCC(C(=O)NC2CCCCC2)C1 (configuration not stated),-4.8,-3.9,-8.0
CC(C)(C)n1cc(C#N)cc1NC(=O)C1Cc2cc(Cl)ccc2O1 (configuration not stated),/,6.1,-8.6
COCC(=O)Nc1ccc(N2CCN(C(=O)c3ccc(C#N)cc3)CC2)nc1,-6.8,-3.1,-4.6
CCc1ccc(CN(C)Cc2cnc(S(C)(=O)=O)n2CCCOC)nc1,/,10.4,-8.8
Cc1c(C(=O)Nc2ccc3oc(=O)ccc3c2)nnn1-c1ccccc1,-8.6,-2.3,-6.2
CC(C)(C)OCCN(c1ccccc1)S(=O)(=O)c1ccc(F)cc1,/,-0.9,1.1
COC(=O)c1ccc(NS(=O)(=O)c2ccc(C)cc2Br)c(Cl)c1,-14.6,9.7,-3.6
Cc1c[nH]c(C(=O)N2CCCC3(C2)C(=O)Nc2ccccc23)c1 (configuration not stated),/,-2.1,-4.8
O=C1NCCN=C1c1cc(Cl)sc1Cl,-3.4,1.9,-0.7
C=C(C)COc1ccc(-c2nc(N)ncc2-c2ccc(OC)cc2)c(O)c1,-6.6,-1.0,-2.8
O=S1(=O)C=CC(OS(=O)(=O)c2ccccc2)C1 (configuration not stated),/,-1.1,-0.8
O=C(CCn1cccn1)N1CCCC(CCc2ccccc2F)C1 (configuration not stated),/,3.3,-11.0
CCN(C1CCS(=O)(=O)C1)S(=O)(=O)c1c(C)noc1C (configuration not stated),-6.0,1.4,-2.8
COc1ccccc1-c1noc(CCC(=O)N2[C@@H]3CC[C@H]2CNC(=O)C3)n1,-14.6,2.5,-0.2
CCCn1nc(C)c(CNc2nc(-c3cccnc3)nc3c2CCNC3)c1C,/,-5.1,4.6
O=C(COC(=O)c1ccc2c(c1)C(=O)N(c1ccccc1Cl)C2=O)c1cccc([N+](=O)[O-])c1,-4.9,-1.7,-5.9
COc1cc2c(cc1OC)C(c1ccc(F)cc1)N(C(=O)c1ccc(SC(F)(F)F)cc1)CC2 (configuration not stated),-4.3,2.2,1.8
CCOC(=O)c1cc(-c2ccc(N3CCN(C(=O)c4cnn(C)c4Cl)CC3)cc2)n(-c2ccccn2)n1,1.0,-6.8,2.7
CC(C)CC(=O)Nc1nc(C(C)(C)C)cs1,/,1.2,-7.0
C=CCN1C(=O)C(Cc2ccc(C)cc2)S/C1=N/N=C\c1ccco1 (configuration not stated),/,-0.4,-2.9
Cc1c(CN2CCC3(CCC3O)CC2)cnn1C (configuration not stated),-4.1,/,-8.7
COc1cccc(Nc2nccc3c2cc(-c2ccccc2)n3C)c1,-0.4,-7.8,-0.5
CC(C)c1cccc2sc(N(Cc3cccnc3)C(=O)c3ccn(C)n3)nc12,-11.0,/,-4.0
CCN(CC)C(=O)C1CCCN(C(=O)c2cc(COc3ccc(F)cc3Cl)on2)C1 (configuration not stated),/,5.5,-6.7

(continued)
compound,mcGAS lum,NPYLR7 ag,hcGAS lum
CCCCCCCCCCCCCCCCn1cc[n+](Cc2ccccc2)c1C,/,-10.1,-0.8
CC(=O)N1CCN(C(CNS(=O)(=O)c2ccc(Cl)cc2)c2ccccc2)CC1 (configuration not stated),-1.5,4.1&-1.3,-4.9&-2.7
O=C(NCCC(=O)N1CCC(CCc2ccccc2)CC1)c1ccco1,/,-11.6,-4.2
COc1cc(C)c(NC(=O)c2cccn2C)cc1OC,/,0.7,-7.8
O=C1N(Cc2cccc(Cl)c2)C[C@@H]2C[C@@H](/C=C/c3ccco3)N3CCC[C@@]123,/,10.6&8.8,-7.5&-1.6
Cc1cccc2nc(CCc3ccccc3)c(NC3CCCCC3)n12,-6.2,0.6,-2.7
COc1cc2c(cc1OC)C1N(CC2)C(=O)CCC12C(=O)CCCC2=O (configuration not stated),-3.4,4.5,-3.6
Cc1ccc(S(=O)(=O)NNC(=O)c2csc(N3CCOCC3)n2)cc1C,/,-4.5,-1.9
COc1cc(C=Nc2ccc3ncccc3c2)cc(OC)c1OC,/,3.3,-0.9
COc1ccc(C)cc1C1=CC(C)(c2cc(C)ccc2OC)Nc2nnnn21 (configuration not stated),-7.0,2.2&1.5,-5.7&-3.9
COc1cccc(C(C2Sc3nc(C)nn3C2=O)N2CCCCC2)c1 (configuration not stated),/,1.5,-8.2
CC1CCN(Cc2nc3c(c(=O)n(C)c(=O)n3C)n2Cc2ccc(Cl)c(Cl)c2)CC1,-6.1,6.6,-1.7
CCCc1[nH]nc2c1C(c1ccco1)C(C#N)C(=N)O2 (configuration not stated),-1.3,16.3,-6.2
Cn1c(C2c3[nH]c4ccccc4c3CCN2Cc2ccco2)nc2ccccc21 (configuration not stated),-10.8&-3.5,13.8&5.6,-10.0&-0.8
O=C(NC1(C(F)(F)F)NC(=O)N(C2CCCCC2)C1=O)c1ccc(F)cc1 (configuration not stated),/,0.2,1.6
COc1ccc(CN(Cc2nc3cc(C)ccc3o2)C(=O)c2ccc(-c3ccccc3)cc2)cc1,-6.4,19.1,-4.0
C=CCN1C(=O)NC(c2cc(OC)ccc2OC)C2=C1CN(C1CC1)C2=O (configuration not stated),-5.8,-4.4,-7.5
CC1CCCC(C)N1C(=O)COC(=O)C1CCC(C(C)(C)C)CC1 (configuration not stated),-4.8,6.1,-5.7
O=C(NCCc1ccc2c(c1)OCO2)N1CCC(N2CCCC2)C1 (configuration not stated),/,0.0,-1.4
CO[C@@H]1[C@@H](O[C@@H]2O[C@H](C)[C@@H](O[C@H]3C[C@@](C)(O)[C@H](O)[C@H](C)O3)[C@H](N(C)C)[C@H]2O)[C@@H](CC=O)C[C@@H](C)[C@@H](O[C@H]2CC[C@H](N(C)C)[C@@H](C)O2)/C=C/C=C/C[C@H](C)OC(=O)C[C@H]1O,/,-15.3,-1.3
NC1(CNC(=O)CC2Cc3ccccc3C2)CCCCCC1,/,15.4,-9.4
Nc1cc(N2CCCC(c3[nH]ncc3-c3ccc(F)cc3)C2)ncn1 (configuration not stated),/,1.1,-4.8
CCC(NC(=O)c1ccccc1-c1ccccc1)c1ccccn1 (configuration not stated),/,1.0,-2.2
COc1ccccc1CNc1nc(-c2cccnc2)nc2c1CNC2,/,7.6,-7.8
CC(C)N1CCCC(C)(C(=O)Nc2ccc(F)cc2)C1 (configuration not stated),/,-0.5,-8.3
Cc1oc(-c2ccccc2NC(=O)C2CCC2)nc1CNC(=O)c1cc(C2CC2)nc2ccccc12,-3.9,-5.8,0.4
Cc1ccc(-c2nnc(SCCCC(=O)N3CCN(C(=O)COc4ccc(Cl)cc4)C(C)C3)n2-c2ccc(C)cc2)cc1 (configuration not stated),-4.5,/,-5.6

A different layout for 2 compounds above.
Order of results – mcGAS lum	NPYLR7 ag	hcGAS lum
CCCCCCCCCCCCCCCCn1cc[n+](Cc2ccccc2)c1C
 : /	-10.1	-0.8
CC1CCN(Cc2nc3c(c(=O)n(C)c(=O)n3C)n2Cc2ccc(Cl)c(Cl)c2)CC1
 : -6.1	6.6	-1.7

High-throughput results as filed in PubChem.
